# PERK inh: inhibitors of human PERK kinase; Q9NZJ5; CHO PERK-DD fusion, SEAP luminescence translation reporter; inhibition, % at 5.6 µM; 220,000 compounds, 0.17% hits; AID 1416;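 active = inhibition above the mean inhibition of all tested compounds plus 3 SD, set separately per screening campaign, cut at about 2.9% in these data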;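 note: PERK kinase domain activated by AP20187 dimerizer at 100 nM; 0% = DMSO with dimerizer and 100% = rapamycin at 8.4 µM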
# hK5 inh: kallikrein 5 (human) inhibition; 210,000 compounds, 0.59% hits; recombinant hK5, fluorogenic AMC substrate cleavage; AID 873; inhibition, % at 5 µM; Q9Y337;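 active = inhibition of 40% or more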;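 note: 0% = enzyme controls without compound and 100% = no-enzyme blanks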
# Target sequence (Q9Y337 67-293 limits assumed): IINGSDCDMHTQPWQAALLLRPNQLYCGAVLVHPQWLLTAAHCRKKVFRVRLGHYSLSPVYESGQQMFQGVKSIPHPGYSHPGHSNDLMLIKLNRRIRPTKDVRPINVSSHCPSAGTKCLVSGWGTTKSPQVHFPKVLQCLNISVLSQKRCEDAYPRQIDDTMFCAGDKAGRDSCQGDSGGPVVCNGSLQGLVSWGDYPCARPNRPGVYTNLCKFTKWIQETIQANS
# KCC2 mod: KCC2 (human) Cl- transport modulation | KCC2 cells, thallium flux FluoZin-2 fluorescence | Q9H2X9 | 190,000 compounds, 2.2% hits | B-score of Tl+ flux slope (higher = more flux/activation; lower = inhibition) at 10 µM;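 active = thallium flux slope and its plate-corrected score both differing from the plate sample mean at a set confidence after two filtering rounds, in either direction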;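 note: slope of fluorescence scaled to starting intensity during 10 to 20 s after thallium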
# Furin inhibitor: human furin inhibition | purified furin, fluorogenic substrate cleavage | inhibition, % at 30 µM | 220,000 compounds, 0.061% hits | AID 463115 | P09958; in the data active = inhibition above about 25%; note: inactives centre near -15
# FXIIa inh: inhibitors of human coagulation factor XIIa. AID 800. P00748. purified FXIIa, Boc-QGR-AMC fluorogenic substrate, 2 h. 220,000 compounds, 0.3% hits. inhibition, % at 5 µM; in the data active = inhibition above about 40%;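 note: 0% = enzyme with no compound and 100% = blank without enzyme; many of its hits are not listed in these tables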
# FXIa inh 1536: inhibitors of human coagulation factor XIa; P03951; purified FXIa, Boc-Glu-Ala-Arg-AMC fluorogenic substrate; inhibition, % at 5 µM; 220,000 compounds, 0.14% hits; AID 798;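 active = inhibition of at least 40%; inactive = inhibition below 40%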;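 note: fluorescence of freed AMC excited at 355 nm; 0% = enzyme without compound and 100% = no enzyme blank; many of its hits are not listed in these tables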
# Wee1 stabilizer: human Wee1 degradation inhibition, primary screen. P30291. AID 1321. 220,000 compounds, 1.2% hits. HeLa Luc-Wee1K328M stability, luciferase luminescence; 100% = proteasome inhibitor MG132 effect. reporter increase, % at 5 µM;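 active = activation above the mean of all tested compounds plus 3 SD, set per screening run, cut at about 8.8% in these data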;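 note: cells exposed to compound for 20 h before luminescence read; 0% = DMSO alone and 100% = MG132 at 30 µM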
# Target sequence (P30291 whole entry K328M): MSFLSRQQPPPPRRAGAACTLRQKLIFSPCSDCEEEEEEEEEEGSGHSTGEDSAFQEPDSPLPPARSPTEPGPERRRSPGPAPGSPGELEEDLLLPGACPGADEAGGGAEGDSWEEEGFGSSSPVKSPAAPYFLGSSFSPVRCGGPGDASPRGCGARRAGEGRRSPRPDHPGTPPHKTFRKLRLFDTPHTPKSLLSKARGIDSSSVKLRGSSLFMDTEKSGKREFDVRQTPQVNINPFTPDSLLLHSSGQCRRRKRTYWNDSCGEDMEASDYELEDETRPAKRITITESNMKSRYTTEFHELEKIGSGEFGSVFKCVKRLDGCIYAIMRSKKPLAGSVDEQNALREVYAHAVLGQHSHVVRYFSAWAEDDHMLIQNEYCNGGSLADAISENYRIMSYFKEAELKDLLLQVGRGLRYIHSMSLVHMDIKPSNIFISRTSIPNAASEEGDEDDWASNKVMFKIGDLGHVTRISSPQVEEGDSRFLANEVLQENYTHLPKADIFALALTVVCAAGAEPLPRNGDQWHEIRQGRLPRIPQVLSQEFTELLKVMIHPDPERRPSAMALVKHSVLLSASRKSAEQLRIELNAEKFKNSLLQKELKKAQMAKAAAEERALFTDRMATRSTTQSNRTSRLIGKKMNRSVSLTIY
# p97 inhibitor: inhibitors of human p97 ATPase; P55072; recombinant p97 ATPase, Kinase-Glo ATP luminescence, 3 h; inhibition, % at 8 µM; 220,000 compounds, 0.42% hits; AID 1481; in the data active = inhibition above about 15%;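 note: 0% = DMSO vehicle and 100% = wells lacking enzyme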
# thrombin 1536: inhibitors of human thrombin. P00734. alpha-thrombin, Boc-VPR-AMC fluorogenic substrate cleavage. inhibition, % at 5 µM. 220,000 compounds, 0.26% hits. AID 1046;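 active = inhibition at or above 40%; inactive = inhibition below 40%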;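 note: 0% = enzyme with no compound and 100% = wells without enzyme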
#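 Test system: human alpha-thrombin protein / Dosing: one concentration per compound, 5 µM, with 0.2% DMSO / Medium: pH 7.5 Tris-saline with Tween 20 / Benchmarks: no-compound enzyme wells and no-enzyme blanks / Read-out basis: percent inhibition of thrombin substrate cleavage / Timing: reaction at room temperature / Measured by: fluorescence, ex 355 nm, em 460 nm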
# Active calls of the source: *; . = not tested or not shown; [ ] = remark or other dose.
1) CC(C)CC1NC(=O)N(CC(=O)NC2CCCc3ccccc32)C1=O (stereo not drawn)
2) CC(=O)c1cc(CN2CCN(Cc3ccccc3)C(CCO)C2)cs1 (stereo not drawn)
3) C=CCOC(=O)C1=C(C)OC(N)=C(C#N)C1c1ccc2c(c1)OCO2 (stereo not drawn)
4) Brc1ccc(-c2ccc(/C=N/Nc3nncc(-c4ccccc4)n3)o2)cc1
5) Cc1cc(=O)c2cccc(Br)c2[nH]1
6) CC(C)c1[nH]nc2c1C(c1ccc(OC(=O)c3ccco3)cc1)C(C#N)=C(N)O2 (stereo not drawn)
Screen / compound no.	1	2	3	4	5	6
PERK inh	0.9	1.3	0.5	-0.6	0.2	0.1
hK5 inh	2	.	1	22	20	-2
KCC2 mod	-1.3	.	-2.1	1.5	1.9	.
Furin inhibitor	-16	-21	-4[20 µM]	-8[20 µM]	-12[20 µM]	-14
FXIIa inh	6	6	14	17	12	17
FXIa inh 1536	6	-3	5	8	9	1
Wee1 stabilizer	-2	1	0	-1	0	2
p97 inhibitor	1	4	-6	-1	-2	5
thrombin 1536	-8	0	-2	3	2	7

7) COc1cc(C(=O)NCCC(C)C)ccc1OCc1ccc(Cl)cc1Cl
8) Cc1ccc(-c2nc(C=Nc3ccc(O)cc3)c(O)o2)cc1
9) Cc1cccc(-n2nc3c(c2NC(=O)c2ccc(S(=O)(=O)N4CCOCC4)cc2)CSC3)c1C
10) Brc1cccc(-c2nnc3n2CCC3)c1
11) COC(=O)c1nn(-c2ccccc2)c(Sc2ccc(OC)cc2)c1/C=N/O
12) CCN(CC(=O)NCCC1=CCCCC1)S(=O)(=O)c1ccccc1
Screen / compound no.	7	8	9	10	11	12
PERK inh	0.6	0.6	0.5	0.6	0.3	-1.7
hK5 inh	-15	6	0	-5	0	0
KCC2 mod	0.034	0.83	.	.	.	-0.028
Furin inhibitor	-17	-11	-14	-20	-11	-12
FXIIa inh	17	10	15	11	18	4
FXIa inh 1536	6	1	1	-6	-1	-1
Wee1 stabilizer	-2	1	-3	1	1	1
p97 inhibitor	4	5	6	0	0	-4
thrombin 1536	2	-6	1	-1	-2	-5

13) Cc1ccc(S(=O)(=O)NC(=O)Nc2ncc3c(n2)CC(c2ccco2)CC3=O)cc1 (stereo not drawn)
14) CCc1nc2sccc2c(=O)n1N
15) COc1ccc2c(c1)c(CC(=O)Nc1ccc(C(C)=O)cc1)c(C)n2C(=O)c1ccc(Cl)cc1
16) Cc1ccc(OCC(=O)N2CC3(C)CC2CC(C)(C)C3)cc1 (stereo not drawn)
17) CN1CCN(C(=O)CN(c2cccc(Cl)c2)S(=O)(=O)c2ccccc2)CC1
18) COc1cc2c(=O)n(Cc3ccccc3)c(=O)n(CC(=O)NCC3CCCO3)c2cc1OC (stereo not drawn)
Screen / compound no.	13	14	15	16	17	18
PERK inh	1.1	1.3	-0.6	0.9	-0.9	-1.0
hK5 inh	-3	-2	-3	-2	-8	-1
KCC2 mod	0.35	-0.27	0.056	-0.55	.	-0.75
Furin inhibitor	-9	1	5	-14[20 µM]	-20	-12
FXIIa inh	7	7	8	13	16	4
FXIa inh 1536	8	4	6	10	-2	-8
Wee1 stabilizer	-2	5	7	-2	-4	-2
p97 inhibitor	1	5	3	-5	3	0
thrombin 1536	3	-4	-3	3	-8	-4

19) CCn1ncc(/C=C/C(=O)Nc2c(C)nn(CC)c2C)c1C
20) O=C(CCSc1ccccc1)NCCSCc1ccccc1
21) NNC(=O)CCN1CCN(Cc2ccccc2)CC1
22) Cc1ccccc1/C=N/NC(=O)CSc1nc2ccccc2o1
23) O=C(CC(c1ccccc1)c1cc(Br)ccc1O)N1CCCCC1 (stereo not drawn)
24) Cc1cc2ncn(CC3CC3(Cl)Cl)c2cc1C (stereo not drawn)
Screen / compound no.	19	20	21	22	23	24
PERK inh	1.6	1.1	0.5	1.3	-0.3	1.0
hK5 inh	2	-5	-10	-10	1	-1
KCC2 mod	-0.18	-3.5*	0.59	0.87	-0.0063	0.55
Furin inhibitor	-18[20 µM]	-5	-23	-31	-13	-29
FXIIa inh	-4	16	1	13	8	5
FXIa inh 1536	-9	5	-7	8	2	-3
Wee1 stabilizer	-1	3	-1	-1	-1	6
p97 inhibitor	1	-2	1	4	-1	-2
thrombin 1536	-2	-3	-1	-1	-5	2

25) CCNC(=O)c1ccccc1-c1nc(-c2ccccc2)no1
26) O=Cc1c(N2CCC3(CC2)OCCO3)nc2ccccn2c1=O
27) Nc1ccc(-n2nncc2-c2ccco2)cc1
28) CC(=O)C(N=Nc1ccccc1)(Sc1nnc(-c2ccccc2)n1-c1ccccc1)C(=O)Nc1ccccc1 (stereo not drawn)
29) O=C(c1csc2c1CCCC2)N1CCN(c2cccc(C(F)(F)F)c2)CC1
30) CCOc1ccc2nc(N3CCC(C(=O)N4CCN(C(=O)c5ccco5)CC4)CC3)sc2c1
Screen / compound no.	25	26	27	28	29	30
PERK inh	-0.2	2.0	-0.7	-0.9	0.9	-0.5
hK5 inh	1	1	-15	0	-18	-20
KCC2 mod	0.59	0.34	-1.1	0.25	0.52	-0.2
Furin inhibitor	-4	3	-7[20 µM]	-2[20 µM]	-18[20 µM]	-14
FXIIa inh	3	6	20	13	-4	9
FXIa inh 1536	-1	1	7	6	0	-7
Wee1 stabilizer	-4	0	-1	0	1	2
p97 inhibitor	-5	3	-6	2	-1	-6
thrombin 1536	-7	-10	6	1	-10	-9

31) COc1ccc(NC(=O)C2Cc3ccccc3C(=O)O2)cc1 (stereo not drawn)
32) COc1ccc(Nc2nc(N)nc(COc3ccc(OC)cc3)n2)cc1
33) CC(C)c1ccc(NC(=O)CSc2nnc(-c3ccccn3)n2C)cc1
34) COc1cc([N+](=O)[O-])ccc1NC(=S)Nc1cc(C(=O)OC(C)C)cc(C(=O)OC(C)C)c1
35) CCOC(=O)C1=C(c2ccccc2)Nc2ncnn2C1c1ccc(OC)c(OC)c1OC (stereo not drawn)
36) O=C(Nc1ccc2c(c1)OCO2)Nc1ccc(Br)cn1
Screen / compound no.	31	32	33	34	35	36
PERK inh	.	0.2	-1.2	0.4	-0.8	0.7
hK5 inh	-5	-3	-4	-10	-4	-1
KCC2 mod	0.57	.	.	0.1	0.73	.
Furin inhibitor	-29	-14[20 µM]	-17	-13	-9[20 µM]	-14[20 µM]
FXIIa inh	8	8	11	-3	18	18
FXIa inh 1536	-1	4	-5	-7	6	5
Wee1 stabilizer	.	-2	-2	-1	1	1
p97 inhibitor	.	9	1	-2	-7	4
thrombin 1536	-9	5	1	-11	1	4

37) NC(=O)c1ccc(NC(=O)COC(=O)CCCN2C(=O)c3cccc4cccc(c34)C2=O)cc1
38) N#CC(C(=O)Nc1ccc(Cl)cc1)=C1Nc2ccccc2N1
39) Cc1nc2nc(C)c(CCC(=O)N3CCc4ccccc43)c(C)n2n1
40) Cc1ccc(NS(=O)(=O)c2ccccc2[N+](=O)[O-])cc1C
41) Cn1cnnc1SCC(=O)Nc1ccc2nc(SCc3cccc4ccccc34)sc2c1
42) O=C(CCc1c[nH]c2ccccc12)NCc1ccco1
Screen / compound no.	37	38	39	40	41	42
PERK inh	0.0	-1.2	-0.1	1.0	-0.8	1.3
hK5 inh	-3	-24	6	-3	-11	0
KCC2 mod	0.065	1.1	.	-0.16	0.18	0.5
Furin inhibitor	-13	-8	-22	-21	-10[20 µM]	-16
FXIIa inh	11	-8	2	5	23	4
FXIa inh 1536	5	-11	-27	-8	2	-2
Wee1 stabilizer	-1	5	-2	0	7	0
p97 inhibitor	5	-1	5	8	-6	5
thrombin 1536	1	1	-6	-17	-1	-8

# Some of these compounds in order of molar mass, lowest first:
21) NNC(=O)CCN1CCN(Cc2ccccc2)CC1
16) Cc1ccc(OCC(=O)N2CC3(C)CC2CC(C)(C)C3)cc1 (stereo not drawn)
29) O=C(c1csc2c1CCCC2)N1CCN(c2cccc(C(F)(F)F)c2)CC1
Screen / compound no.	21	16	29
PERK inh	0.5	0.9	0.9
hK5 inh	-10	-2	-18
KCC2 mod	0.59	-0.55	0.52
Furin inhibitor	-23	-14[20 µM]	-18[20 µM]
FXIIa inh	1	13	-4
FXIa inh 1536	-7	10	0
Wee1 stabilizer	-1	-2	1
p97 inhibitor	1	-5	-1
thrombin 1536	-1	3	-10

# Next results:
43) O=C(CCc1ccc(S(=O)(=O)N2CCOCC2)cc1)NN=C1CCCCCCC1
44) O=C(c1ccccc1)N1N=C(c2ccco2)CC1c1cccs1 (stereo not drawn)
45) CCN(CCCNC(=O)COc1cc(=O)n(C)c2ccccc12)c1cccc(C)c1
46) CC(=O)n1cc(C2C(=O)CC(C)(C)CC2=O)c2ccccc21
47) CN1C(=O)c2ccc(N3CCCC3)cc2C1=O
48) CCCCc1nc(NCCN2CCOCC2)c(C#N)c2c1COC(C)(C)C2
Screen / compound no.	43	44	45	46	47	48
PERK inh	0.9	-0.2	-1.8	0.2	-0.1	-1.4
hK5 inh	-2	.	3	-7	-18	-7
KCC2 mod	1.8	-0.8	-0.99	0.56	0.017	-0.4
Furin inhibitor	-21	-15	-5	-8	-8	-7[20 µM]
FXIIa inh	2	7	5	5	15	1
FXIa inh 1536	-2	-2	1	-9	2	-5
Wee1 stabilizer	6	3	1	-1	1	6
p97 inhibitor	0	-6	-10	-2	4	1
thrombin 1536	-4	-5	-6	-12	3	-2

49) O=C(Nc1ccc(Cl)c(Cl)c1)Nc1nnc(CSc2ccccc2)s1
50) Cc1ccccc1NC(=O)N1C2CCCC1CC(NC(=O)C(C)(C)C)C2 (stereo not drawn)
51) O=C(Nc1cccn2ncnc12)C(F)(F)F
52) O=C(CN1CCN(c2ccccc2)CC1)Nc1cccc(C(F)(F)F)c1
53) Cc1cccc(OC(=O)Cn2c(C(F)(F)F)nc3ccccc32)c1
54) CC(=O)c1sc(C(C)(C)C)cc1NC(=O)c1ccccc1C(=O)O
Screen / compound no.	49	50	51	52	53	54
PERK inh	0.0	0.7	1.0	0.0	0.5	1.9
hK5 inh	-8	-16	-2	-14	-11	-10
KCC2 mod	-0.14	0.96	-0.58	.	.	-0.14
Furin inhibitor	-22	-27	-26	-19	-12[20 µM]	-18
FXIIa inh	11	24	12	15	17	7
FXIa inh 1536	9	-1	-1	2	-4	4
Wee1 stabilizer	-2	-2	-1	-3	-2	2
p97 inhibitor	2	4	1	-8	-3	4
thrombin 1536	-2	3	-6	-10	-2	5

55) COCCCNC(=O)CCCCCNS(=O)(=O)c1ccc(Br)cc1
56) CCCN1CCC(=NNC(=O)CSc2cc(C)c(Br)cc2C)CC1
57) COc1ccc(-c2cc(C(=O)N3CCCc4ccccc43)no2)cc1
58) CC(C)C(=O)Nc1ncc(Cc2ccccc2Cl)s1
59) CCOC(=O)N1CCN(C(=O)c2ccc(NC(=O)CC)cc2)CC1
60) COc1ccc(CN2CN=C(Nc3nc4ccccc4s3)NC2)cc1
61) CCOP(=O)(OCC)C(NC(=O)/C=C/c1ccc(OC)cc1)c1ccccc1 (stereo not drawn)
Screen / compound no.	55	56	57	58	59	60	61
PERK inh	-0.5	0.7	-1.3	-0.3	-0.3	1.8	0.2
hK5 inh	-4	0	-19	3	-8	2	-21
KCC2 mod	-0.4	0.3	-1.5	0.078	.	-5.4*	0.46
Furin inhibitor	-13	-29	-13	-26	3[20 µM]	-14[20 µM]	-32
FXIIa inh	-1	10	14	11	-1	4	2
FXIa inh 1536	-6	-2	5	-1	-4	6	-8
Wee1 stabilizer	-1	1	2	-5	2	-2	-2
p97 inhibitor	0	2	-3	-3	-2	-1	0
thrombin 1536	-17	-4	2	-9	-6	2	-2

# Compound activity from PubChem BioAssay.

# No enrichment for hits; about 4.4% have a hit in one of these screens.
